Screens from PubChem.
Tau fluor cs = counter-screen for tau fibril formation inhibitors; tau K18 P301L Alexa594 fluorescence, heparin fibrillization; 280,000 tested, 0.93% active; Potency, µM (titrated, usually from 57.7 µM), without a hit: top-dose activity change, negative = decrease; note: % is set by controls: 0 for no effect and ±100 for the full control effect; nearly all actives have a fitted effect of over 55% in size
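Human tau K18 P301L (15 uM unlabeled, 0.24 uM Alexa 594-labeled) in 100 mM sodium acetate pH 7 with 20 uM heparin, 6 hr at 37 C. ThT 30 uM added, 1 hr ambient; Alexa 594 FP and total fluorescence read at 555/632 nm.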
TR SRC2 fluor cs = counter-screen for TRb-SRC2 inhibitors: fluorescence interference; TRb/SRC2 Texas Red total fluorescence interference; Potency, µM (top dose mostly 106 µM), for the others: top-dose fluorescence change, negative = quenching; 280,000 tested, 0.29% active; AID 1479; active = well fitted curve in either direction with a large enough effect; inconclusive = small, poorly fitted or top-dose-only effect; note: % is set by controls: 0 for no effect and ±100 for the full control effect
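Human TRb ligand-binding domain at 0.6 uM with 20 nM Texas Red SRC2 peptide in Tris buffer containing 1 uM T3 and 5% DMSO, incubated with compound 5 h at ambient temperature. Total fluorescence (555/632 nm) calculated as parallel + 2 × perpendicular.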
Tau FP inhib = blocks human tau fibril formation measured by polarization; K18 P301L tau heparin fibrillization, Alexa594 FP, 6 h; Potency, µM (highest dose often 57.7 µM), for the others: top-dose activity, negative = inhibition, usual class: inhibitors; 280,000 tested, 0.39% active; AID 1468; note: % is set by controls: 0 for no effect and ±100 for the full control effect; nearly all actives have a fitted effect of over 55% in size
Target sequence (P10636 561-689 P618L limits assumed): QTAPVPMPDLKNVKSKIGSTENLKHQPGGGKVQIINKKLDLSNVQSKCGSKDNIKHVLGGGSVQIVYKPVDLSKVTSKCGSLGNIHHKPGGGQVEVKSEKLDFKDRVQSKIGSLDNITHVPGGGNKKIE
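Heparin (20 uM) drove fibril formation of recombinant tau K18 P301L, 15 uM unlabeled with 0.24 uM Alexa 594 label, for 6 hr at 37 C in 100 mM sodium acetate pH 7. Fluorescence polarization (555/632 nm) read 1 hr after 30 uM ThT.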
TRb SRC2 PPI = inhibitors of human thyroid hormone receptor beta-SRC2 interaction | 280,000 tested, 0.065% active | AID 1469 | Potency, µM (highest dose often 106 µM), for the others: top-dose activity change, negative = inhibition, hits mostly inhibitors | P10828 | TRbeta-SRC2 peptide binding, fluorescence polarization; receptor liganded with 1 µM T3;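 note: plate controls were bound peptide for no effect and peptide without receptor for full effect; nearly all actives have a fitted effect of over 50% in size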
Target sequence (P10828 whole entry, looked up): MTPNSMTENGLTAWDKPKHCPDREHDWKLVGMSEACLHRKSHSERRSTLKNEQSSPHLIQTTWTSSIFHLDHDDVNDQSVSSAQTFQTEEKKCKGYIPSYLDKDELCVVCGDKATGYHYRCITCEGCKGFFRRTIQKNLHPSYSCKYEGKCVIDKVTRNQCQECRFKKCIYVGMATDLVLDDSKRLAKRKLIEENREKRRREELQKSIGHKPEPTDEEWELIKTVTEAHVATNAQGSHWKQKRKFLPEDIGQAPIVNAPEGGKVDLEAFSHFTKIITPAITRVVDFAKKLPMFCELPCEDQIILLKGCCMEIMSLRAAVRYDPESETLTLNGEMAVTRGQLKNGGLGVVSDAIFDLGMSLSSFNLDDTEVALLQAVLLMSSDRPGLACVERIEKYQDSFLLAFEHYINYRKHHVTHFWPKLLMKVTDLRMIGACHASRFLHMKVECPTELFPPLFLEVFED
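Read-out is fluorescence polarization (555 nm excitation, 632 nm emission) of a Texas Red SRC2 coactivator peptide; loss of signal reflects blocked binding to human TRb ligand-binding domain in the presence of 1 uM T3.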
Tau ThT inhib = tau fibrillization inhibition (ThT binding) | P10636 | recombinant tau K18 P301L (four-repeat tau fragment), heparin-induced fibrillization, ThT fluorescence | Potency, µM (top dose mostly 57.4 µM), without a hit: at the highest dose activity, negative = inhibition, usual class: inhibitors | 270,000 tested, 2.1% active | AID 1460; note: % is set by controls: 0 for no effect and ±100 for the full control effect; nearly all actives have a fitted effect of over 55% in size
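In this qHTS, human K18 P301L tau is incubated with compound and heparin for 6 hr at 37 C, and Thioflavin T fluorescence then reports fibril load.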
RECQ1 helicase = blocks DNA unwinding by human RECQ1 | P46063 | RECQ1 DNA unwinding, red fluorescence kinetic read | Potency, µM (top dose mostly 57.3 µM), inactives show at the highest dose activity, negative = inhibition, usual class: inhibitors | 240,000 tested, 0.54% active;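 note: plate controls were vehicle for no effect and no enzyme for full effect; nearly all actives have a fitted effect of over 30% in size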
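RECQ1T1 50 nM; forked duplex (20 bp + 30-nt ss tails) 200 nM, ATP 2 mM final; pH 8.0, 2 mM MgCl2, 2.5 ug/ml poly(dI-dC); 15 min compound preincubation; discontinuous kinetic read over 2 h at RT.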
HTT cytoprotect = protects HTT-Q103 PC12 cells, measured by ATP | PC12 HTT-Q103 induced, cytoprotection, ATP luminescence, 40 h | Potency, µM (series often up to 56.4 µM), inactives show cytoprotection (ATP increase), actives largely listed as activators | 230,000 tested, 0.14% active | AID 1471;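 note: % of control where 0% means no effect; nearly all actives have a fitted effect of over 45% in size; toxic huntingtin expression switched on by the ecdysone agonist tebufenozide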
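PC12 cells stably carrying ecdysone-inducible Htt exon 1 (Q103)–GFP were induced with 100 nM tebufenozide (final) alongside library compounds in a dose series. Cytoprotection was scored as retained ATP by ATPlite luminescence.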
L3MBTL1 inh = blocks human L3MBTL1 | AlphaScreen L3MBTL1–H3K9me1 peptide binding | AID 485360 | Potency, µM (top dose mostly 57.1 µM), without a hit: at the highest dose activity, negative = inhibition, hits mostly inhibitors | 230,000 tested, 0.66% active; note: % is set by controls: 0 for no effect and ±100 for the full control effect; nearly all actives have a fitted effect of over 60% in size
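L3MBTL1 50 nM + b-AHA-H3(1-15)K9me1 75 nM, 30 min RT; compound added, 30 min RT; streptavidin donor/Ni-chelate acceptor beads 10 ug/mL each final, 30 min RT dark; AlphaScreen read.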
Starred values were filed as active, the others as inactive; i = inactive; u = inconclusive; x = no result given; [ ] = dose if it differs, or a comment. Unless noted, calls come from the whole dose curve; as a rule, active = well fitted curve in the direction sought with a large enough effect; inconclusive = small, poorly fitted or top-dose-only effect, or another doubt; inactive = no such curve, though single readings can be large; an effect the other way counts as inactive or inconclusive. Potency is the fitted concentration of half-maximal effect. Not all compounds are listed, so the mix of outcomes need not match the whole.

smiles | Tau fluor cs | TR SRC2 fluor cs | Tau FP inhib | TRb SRC2 PPI | Tau ThT inhib | RECQ1 helicase | HTT cytoprotect | L3MBTL1 inh
Cc1ccc(C)c(NC(=O)c2cc(S(=O)(=O)N3CCCCCC3)ccc2F)c1 | 3% | -3% | u | -4% | 5% | x | x | x
COc1cccc(OC)c1OCCCCN1CCC(Cc2ccccc2)CC1 | 11% | -1% | 0% | -3% | 4% | -9% | -38%[inhibitor] | 3%[11.4 µM]
Cc1ccc(NC(=S)Nc2cccc3cnccc23)c(C)c1 | -13% | 1% | u | 4% | u | -6% | -26% | 1%
COc1ccc2c(c1)c(CC(=O)Nc1c(C)cccc1C)c(C)n2C(=O)c1ccc(Cl)cc1 | -4% | -1% | -13% | -1% | 5% | x | x | x
O=C(NCCN1CCOCC1)c1ccc(CSCc2cccc(Cl)c2)o1 | -13% | -2% | -7% | -13% | -9% | -13% | -31%[inhibitor] | x
O=C1C(=O)N(C2CCNCC2)CCN1Cc1ccccc1 | -2% | -2% | -10% | -7% | 5% | x | x | x
O=C(c1ccco1)N1CCN(C(c2ccccc2Cl)c2nnnn2Cc2ccco2)CC1 (centres undefined) | 3% | 0% | 3% | -13% | -5% | i | u | 2%
CN(C)c1ccc(C(=O)N2CCN(c3cc(C(F)(F)F)nc4ccccc34)CC2)cc1 | -16% | 1% | 9% | 7% | x | -6% | 21%[10 µM] | x
CN(Cc1ccccc1)C(NC(=O)c1ccco1)C(Cl)(Cl)Cl (centres undefined) | -2% | 0% | 5% | 1% | -4% | i | 8% | 8%
COc1ccc(C(=O)COC(=O)C(Cc2c[nH]c3ccccc23)NC(=O)c2ccc(C(C)(C)C)cc2)cc1 (centres undefined) | u | u | -8% | 3% | 4% | x | x | x
Cc1ccc(C(Sc2ccccc2)C(Cn2cncn2)C(=O)c2ccccc2)cc1 (centres undefined) | -2% | -4% | 4% | -8% | -12% | -5% | 8% | x
CCN(C(=O)C1CCN(S(=O)(=O)c2ccc3c(c2)oc(=O)n3C)CC1)c1cccc(C)c1 | -5% | -1% | 4% | -22% | -3% | -8% | -5% | x
CCc1ccccc1N1CSC2=C(C#N)C(c3ccccc3F)CC(=O)N2C1 (centres undefined) | -18% | 2% | u | 3% | 28µM* | -11% | 2% | -4%
CCCSc1nnc(CSc2nc(C)cc(C)n2)n1C | 3% | -1% | 9% | -7% | -5% | 6% | 7% | 1%
CCN1C(=O)c2ccc(C(=O)Nc3ncc(C)s3)cc2C1=O | -7% | 1% | -2% | -1% | -14% | i | -32%[inhibitor] | 3%[11.4 µM]
CC1(C)CC(=O)N(CC(=O)O)c2ccccc2S1(=O)=O | -2% | 1% | -2% | 9% | -11% | -1% | -8% | x
O=C(CN1C(=O)NC(c2ccccc2)(c2ccccc2)C1=O)Nc1ccc2[nH]c(=O)[nH]c2c1 | -29% | -5% | 6% | 3% | -12% | -12% | 11%[10 µM] | -7%
CCOc1ccc(NC(=O)c2c(NCc3ccc(C)o3)sc3c2CCC(C)C3)cc1 (centres undefined) | -30% | -3% | 0% | 1% | u | x | x | x
CC(C)CCN1CCN(Cc2cccs2)CC1CCO (centres undefined) | -1% | -4% | -4% | -4% | 1% | i | -43%[inhibitor] | 1%
Cc1cccc(/C=N/NC(=O)c2cc(-c3cccnc3)nc3ccccc23)c1 | -21% | 1% | -6% | 2% | -2% | -2% | 12%[10 µM] | -13%
CC(OC(=O)c1cc2c(ccc3ccccc32)oc1=O)c1nc2ccccc2s1 (centres undefined) | -15% | 1% | 7% | 8% | -12% | -5% | 1%[10 µM] | 13%
COC(=O)C1=C(C(=O)OC)[C@@H]2Nc3ccccc3[C@@]23C[C@@H](C(=O)OC)N(S(=O)(=O)c2ccc(C)cc2)C3=N1 | -8%[11.6 µM] | -2%[11.2 µM] | -2%[11.6 µM] | 1%[11.2 µM] | 0%[11.5 µM] | u | -23%[10 µM] | x
N#CCCn1nc(-c2ccc(Br)cc2)cc1Nc1ccccc1NC(=O)C(F)(F)F | 20µM*[quencher] | -1% | 15% | -8% | u | -11% | x | -5%
CCOc1ccc(S(=O)(=O)N(CC(=O)NCCc2ccc(OC)c(OC)c2)c2ccccc2)cc1 | -6% | -1% | -12% | -1% | 1% | x | x | x
COc1ccc(S(=O)(=O)Cc2ccc(C(=O)NC3CCCC3)o2)cc1 | -3% | -3% | 7% | -9% | -9% | -4% | -1% | x
O=C(Nc1nc2ccc(S(=O)(=O)N3CCOCC3)cc2s1)c1cccs1 | -6% | -3% | -7% | -9% | 11% | i | 6%[10 µM] | 11%
Cc1ccc(CC(=O)NCC(C)C)cc1 | 0% | -2% | -4% | -4% | -4% | 0% | 2% | -3%
Cc1ccc(-n2c(Cn3nc(C(F)F)cc3C(F)F)n[nH]c2=S)cc1 | -10% | -1% | -3% | -2% | -14% | -12% | -4% | x
O=C(CCN1C(=O)COc2ccccc21)NCCN1CCN(c2ccccc2F)CC1 | -9% | 1% | -6% | -9% | -7% | i | -14% | -6%
N/C(=N\OC(=O)COc1ccccc1)c1ccccn1 | -5% | -1% | 6% | 3% | -2% | -5% | -15%[10 µM] | 12%
Nc1n[nH]c(C2CC2)c1N=Nc1ccc(Cl)cc1 | 16µM*[quencher] | -5% | 13% | -7% | 10µM* | -8% | -20%[10 µM] | -7%
CCOC(=O)CNC(=O)CNC(=O)c1nn(-c2ccc(OC)c(Cl)c2)c(=O)c2ccccc12 | -8% | -2% | -7% | -3% | 3% | -7% | -10% | x
Cc1cccc(C)c1OCC(=O)NCC1CCCO1 (centres undefined) | 2% | 0% | -1% | 1% | 5% | 3% | 4% | -8%
CCn1c(SCC(=O)Nc2ccccc2)nnc1-c1cccs1 | -6% | 0% | 5% | -4% | -3% | -4% | -3%[10 µM] | x
CCCCOC(=O)C1=C(C)Nc2nnnn2C1c1ccc(OC)c(OC)c1OC (centres undefined) | -6% | 2% | -2% | 0% | -9% | -19% | -22% | -3%
CCC(C)(C)NC(=O)CN(C(=O)CNS(=O)(=O)c1ccccc1)c1ccccc1 | 2% | 0% | -1% | 4% | 8% | i | -9% | 2%
COc1ccc(C2C(C(=O)N3CCN(C)CC3)c3ccccc3C(=O)N2C2CCCCC2)cc1 (centres undefined) | -12% | 0% | -14% | 9% | 0% | -8% | -23% | 3%
O=C1CSC(c2cccc([N+](=O)[O-])c2)N1CCN1CCCCC1 (centres undefined) | 9% | 2% | 2% | 6% | 0% | i | -3%[10 µM] | 7%
O=C(c1ccco1)N1CCN(CCOc2ccccc2)CC1 | -15% | -5% | -6% | -13% | -13% | -7% | 1%[10 µM] | -5%
Cc1cccc(OCC(=O)Nc2ccccc2OCc2cc(=O)n3cc(C)ccc3n2)c1 | -10% | -1% | -5% | 9% | 2% | x | x | x
Cc1cccc(N2CCN(C(=O)c3ccoc3C)CC2)c1C | -3% | 2% | -4% | 1% | -7% | -6% | -2%[10 µM] | 1%
COCCCNC(=O)CN(CCc1ccccc1)S(=O)(=O)c1ccc(OC)cc1 | 2% | -2% | 3% | -10% | -2% | 13% | 8%[10 µM] | 9%
O=C(NCCCN1CCOCC1)c1ccc(CSc2ccc(Cl)cc2)cc1 | -22% | -7% | -2% | -1% | -7% | i | -29% | -13%
COCCNC(=O)c1cnc2sc(N3CCCCC3)nn2c1=O | -1% | -2% | 10% | 1% | 1% | x | x | x
CC1CCN(c2nc(-c3ccc(C(C)(C)C)cc3)nc3ccccc23)CC1 | -21% | 0% | -8% | 6% | -17% | x | x | x
CC(C)COc1ccc(C(=O)N(Cc2ccc(N(C)C)cc2)Cc2ccco2)cc1 | -23% | -5% | 4% | 2% | -15% | x | x | x
CC(=O)c1c(C)nc(-c2ccc3c(c2)OCO3)n1O | -16% | 1% | 2% | -3% | -18% | 5% | -20% | -9%
Cc1ccc(N(CC(O)CN2C(=O)NC(C)(C)C2=O)S(=O)(=O)c2ccc(C)cc2)cc1 (centres undefined) | -10% | 1% | -3% | -1% | -3% | -1% | -3%[10 µM] | -6%
O=[N+]([O-])c1ccc(-c2nnc(-c3ccccc3)c(NCCCO)n2)cc1 | -11% | -5% | 1% | -1% | -18% | -5% | x | 1%
Cc1c(Cc2ccccc2)c(=O)oc2c(CN(C)C)c(O)c(Cl)cc12 | -12% | -1% | 9% | 3% | -13% | -1% | 6%[10 µM] | 37%[activator]
Cc1cccc2c(=O)cc(C)n(CC(=O)N3CCCCC3)c12 | -4% | 0% | -7% | 4% | -13% | -5% | -12% | 0%
COc1ccc(OC)c(NC(=S)N(CCc2c(C)[nH]c3ccc(C)cc23)Cc2cccs2)c1 | 8.9µM*[quencher] | 2% | 13% | 15% | -15% | 4% | x | -11%
O=C(CCSCCc1ccccn1)Nc1nccs1 | 3% | -3% | -2% | 4% | 6% | -6% | -2% | 5%
C/C(=N\NC(=O)c1cccnc1)c1ccc(OC2OCCOC2Oc2ccc(/C(C)=N/NC(=O)c3cccnc3)cc2)cc1 (centres undefined) | 2% | -2% | 4% | 3% | u | -1% | -14% | -3%
O=C(Nc1cccc(Cl)c1)C1CCCN1S(=O)(=O)c1cccc2cccnc12 (centres undefined) | -28% | 6% | -3% | -9% | -12% | x | x | x
COc1cccc(C2=NOC(C(=O)NCc3ccc(F)cc3)C2)c1 (centres undefined) | -10% | 0% | -8% | 4% | 3% | 0% | -29% | 7%

Single records (already shown).
O=C(Nc1cccc(Cl)c1)C1CCCN1S(=O)(=O)c1cccc2cccnc12 (centres undefined) in the list: Tau fluor cs = -28%; TR SRC2 fluor cs = 6%; Tau FP inhib = -3%; TRb SRC2 PPI = -9%; Tau ThT inhib = -12%; RECQ1 helicase = x; HTT cytoprotect = x; L3MBTL1 inh = x
O=C(CCSCCc1ccccn1)Nc1nccs1 in the list: Tau fluor cs = 3%; TR SRC2 fluor cs = -3%; Tau FP inhib = -2%; TRb SRC2 PPI = 4%; Tau ThT inhib = 6%; RECQ1 helicase = -6%; HTT cytoprotect = -2%; L3MBTL1 inh = 5%
